APP 5'UTR act: APP 5'UTR luciferase reporter activation; SH-SY5Y APP 5'UTR luciferase reporter, luminescence; zero percent = DMSO vehicle wells; activation, % at 2 µM; hit rate 1% among 190,000; AID 1276;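 active means activation above a set limit, based on mean plus 3 SD of controls, cut at about 140% in these data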; further: values of inactives mirror those of a sister screen read the other way
APP 5UTR inh: APP translation inhibition; SH-SY5Y APP 5'UTR-luciferase reporter, luminescence; inhibition, % at 2 µM; hit rate 0.82% among 190,000; AID 1285;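 active means inhibition above a set limit, derived from the sample mean plus 3 SD, cut at about 45% in these data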; further: values of inactives mirror those of a sister screen read the other way
STAT3 act: activators of IL-6 induced STAT3 signaling; U3A cells, IL-6 STAT3-luciferase reporter, luminescence; 100% = signal with IL-6 EC80 alone; activation (% of control), % at 5.6 µM; hit rate 0.91% among 190,000;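 active means activation above the screen-wide mean of compound activation plus 3 SD, cut at about 130% in these data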;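 further: 0% = background luminescence of wells with medium and substrate only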
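Assay system – human STAT1-deficient U3A cells with stable STAT3-luciferase reporter · Also added – IL-6 (33 ng/mL) · Schedule – compound 1 h, then IL-6 6 h at 37 °C · Technique – reporter luminescence signal · Evaluation – % activation versus median of IL-6-stimulated wells · Benchmarks – IL-6-only wells as 100% reference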
STAT3 inh: reduces IL-6 driven STAT3 reporter signal; AID 862; U3A cells, IL-6 STAT3-luciferase reporter, luminescence; host cell line lacks STAT1; inhibition, % at 5.5 µM; hit rate 0.89% among 190,000;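 active means inhibition above the mean inhibition across all screened compounds plus 3 SD, cut at about 44% in these data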;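 further: 0% = DMSO only wells and 100% = 100 µM nifuroxazide control wells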
STAT1 activator: STAT1 signaling activation. NIH 3T3 STAT1-luciferase reporter, IFN-gamma, luminescence; 100% = IFN-gamma alone, no compound. activation (% of control), % at 5.5 µM. hit rate 2.6% among 200,000;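 active means activation above the screen-wide mean activation plus 3 SD, cut at about 130% in these data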;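 further: raw ratio to IFN-gamma control signal so 100% means no change and 0% no light; values of inactives mirror those of a sister screen read the other way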
FLuc inhib CS: inhibits firefly luciferase, flagging false hits in luciferase inhibition screens | AID 1006 | ATPLite firefly luciferase biochemical luminescence, 10 min | inhibition, % at 10 µM | hit rate 1.5% among 200,000 | P08659;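 active means inhibition above about 50% when tested at 10 µM, limit read from the data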
Target sequence (P08659 whole entry, looked up): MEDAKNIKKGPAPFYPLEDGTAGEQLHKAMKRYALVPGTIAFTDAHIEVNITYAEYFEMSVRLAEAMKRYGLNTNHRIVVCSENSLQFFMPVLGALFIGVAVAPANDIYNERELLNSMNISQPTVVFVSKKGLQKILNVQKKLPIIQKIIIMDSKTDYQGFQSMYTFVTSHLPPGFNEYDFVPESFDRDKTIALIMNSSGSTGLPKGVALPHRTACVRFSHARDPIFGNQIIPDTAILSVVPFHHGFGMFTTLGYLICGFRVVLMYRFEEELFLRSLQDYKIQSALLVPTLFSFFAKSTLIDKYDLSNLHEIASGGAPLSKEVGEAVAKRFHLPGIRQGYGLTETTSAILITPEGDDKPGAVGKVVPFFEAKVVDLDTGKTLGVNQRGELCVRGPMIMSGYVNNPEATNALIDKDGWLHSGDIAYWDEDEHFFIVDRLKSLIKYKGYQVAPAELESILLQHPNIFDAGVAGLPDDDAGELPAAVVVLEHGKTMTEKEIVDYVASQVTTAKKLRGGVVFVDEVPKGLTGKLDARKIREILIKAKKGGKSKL
NF-kB neuron act: compounds increasing NF-kB expression in human neuronal cells. hit rate 1.6% among 190,000. fold change at 12.5 µM. NF-kB reporter expression; active compounds read high; in the data active means fold change above about 3.3
STAT1 inh: STAT1 signaling inhibition. NIH 3T3 STAT1-luciferase reporter, IFN-gamma, luminescence. inhibition, % at 5.5 µM. hit rate 0.35% among 200,000;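 active means inhibition above a set limit, the mean inhibition across all tested compounds plus 3 SD, cut at about 34% in these data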;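 further: 0% = IFN-gamma with DMSO and 100% = IFN-gamma with 300 µM nifuroxazide; values of inactives mirror those of a sister screen read the other way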
ROMK primary: human ROMK K+ channel modulation, primary screen; P48048; Tet-inducible ROMK, thallium flux fluorescence; actives lie on both sides; B-score at 10 µM; hit rate 2% among 130,000; AID 1918;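 active means signal ratio slope over the read window, or its plate-corrected B-score, at least 3 SD from the plate mean, either direction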;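 further: B-score of the F/F0 ratio slope over 7 to 12 s after thallium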
Target sequence (P48048 whole entry, looked up): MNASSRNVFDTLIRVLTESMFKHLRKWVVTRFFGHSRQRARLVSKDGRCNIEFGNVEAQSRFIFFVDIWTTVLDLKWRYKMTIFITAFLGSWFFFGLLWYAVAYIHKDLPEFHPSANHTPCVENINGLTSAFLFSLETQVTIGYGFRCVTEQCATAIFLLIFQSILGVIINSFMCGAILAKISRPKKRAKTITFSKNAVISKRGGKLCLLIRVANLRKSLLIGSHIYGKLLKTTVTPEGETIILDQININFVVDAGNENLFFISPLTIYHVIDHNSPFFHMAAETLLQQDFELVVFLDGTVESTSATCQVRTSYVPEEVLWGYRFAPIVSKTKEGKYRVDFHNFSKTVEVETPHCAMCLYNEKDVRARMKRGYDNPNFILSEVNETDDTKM
FLuc stim CS: firefly luciferase counter-screen for stimulation assays | activation factor at 10 µM | 200,000 tested, under 10 active | ATPlite luciferase biochemical, luminescence, 10 min; 0 = ATP-free wells, 1 = DMSO control | P08659;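 active means luciferase activation factor, scaled between plate controls, of at least 2 with compound at 10 µM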
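System: cell-free luciferase reagent; medium: PBS as buffer for the ATP substrate; doses: test compounds dosed from 2 mM stocks in 100% DMSO; incubation: 10 min, room temperature; measured by: luminescence from luciferase reaction; read-out: luciferase activation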
* = called active by the depositor; x = not tested or not shown.

Each structure is followed by: APP 5'UTR act, APP 5UTR inh, STAT3 act, STAT3 inh, STAT1 activator, FLuc inhib CS, NF-kB neuron act, STAT1 inh, ROMK primary, FLuc stim CS
O=C(Cn1c(-c2ccccc2)c[n+]2ccsc12)c1ccc([N+](=O)[O-])cc1
  33.3, -33.3, 105.1, -3.9, 116.9, 4.6, 0.71, -18.8, -0.436, 1
O=C(O)c1ccc(N2CC3CC(C2)c2cccc(=O)n2C3)c(NC(=S)Nc2ccc(Cl)cc2Cl)c1 (stereo unspecified)
  -5.8, 5.8, 97.5, 5.2, 97.0, -4.1, 1.13, 2.6, 0.089, 1
CN(Cc1ccon1)C(=O)CC1C(=O)NCCN1CC(C)(C)C (stereo unspecified)
  4.5, -4.5, 98.2, 7.6, 99.2, -4.1, 1.17, 0.4, -0.149, 1
COc1cc(OC)cc(C(=O)Nc2ncc3c(n2)CC(C)CC3=O)c1 (stereo unspecified)
  16.6, -16.6, 105.7, 1.0, 103.5, -5.0, x, -3.8, 1.18, 1.1
Cc1nn(-c2ccc(C(F)(F)F)cn2)c(C)c1Oc1ccccc1O
  -4.5, 4.5, 101.2, -1.6, 96.4, -2.9, 1.37, 3.1, -0.0195, 1
CCOP(=O)(OCC)C(NC(=O)Nc1cccc(Cl)c1)c1ccccc1 (stereo unspecified)
  -5.8, 5.8, 90.9, 13.9, 101.4, -8.9, 1.25, -1.5, 0.0617, 1.1
O=C(C1=C[C@H](C2CCCCC2)C[C@H](OCCCCO)O1)N1CCN(Cc2ccccc2)CC1
  5.6, -5.6, x, x, 103.0, -6.0, 1.03, -1.6, x, 1.1
O=C(OCC1CC(c2ccccc2)=NO1)c1ccc(Cl)cc1 (stereo unspecified)
  8.8, -8.8, 102.8, 1.4, 98.7, -6.0, 1.06, 1.5, x, 1.1
Cn1ccc2c([N+](=O)[O-])cccc2c1=O
  6.0, -6.0, 94.3, 8.9, 98.8, -4.9, 2.4, -0.3, x, 1
COc1ccc(OC)c(NC(=O)c2cccc(S(=O)(=O)N(Cc3ccccc3)c3ccccc3OC)c2)c1
  -1.5, 1.5, 103.7, -5.6, 89.0, -5.7, 1.53, 12.3, x, 1.1

Quoted at random: 2 compounds from above
Each structure is followed by: APP 5'UTR act, APP 5UTR inh, STAT3 act, STAT3 inh, STAT1 activator, FLuc inhib CS, NF-kB neuron act, STAT1 inh, ROMK primary, FLuc stim CS
CCOP(=O)(OCC)C(NC(=O)Nc1cccc(Cl)c1)c1ccccc1 (stereo unspecified)
  -5.8, 5.8, 90.9, 13.9, 101.4, -8.9, 1.25, -1.5, 0.0617, 1.1
COc1cc(OC)cc(C(=O)Nc2ncc3c(n2)CC(C)CC3=O)c1 (stereo unspecified)
  16.6, -16.6, 105.7, 1.0, 103.5, -5.0, x, -3.8, 1.18, 1.1

(more compounds)
Each structure is followed by: APP 5'UTR act, APP 5UTR inh, STAT3 act, STAT3 inh, STAT1 activator, FLuc inhib CS, NF-kB neuron act, STAT1 inh, ROMK primary, FLuc stim CS
CCOC(=O)c1c(NC(=O)CN2C(=O)NC3(CCCCC3)C2=O)sc(C)c1-c1ccc(C)cc1
  15.4, -15.4, 108.9, -10.8, 92.8, -0.3, 1.07, 7.9, x, 1
N#Cc1nc(COc2ccccc2)oc1NCCCn1ccnc1
  -8.7, 8.7, 96.9, 5.7, 109.6, -4.2, 1.86, -10.4, x, 1
CCOC(=O)c1ccc(N2C(=O)CC(N3CCN(Cc4ccccc4)CC3)C2=O)cc1 (stereo unspecified)
  3.8, -3.8, 92.8, 12.5, 98.6, -6.1, 1.07, 1.6, x, 1.1
CCn1nc2cc(C(=O)NCC34CC5CC(CC(C5)C3)C4)ccc2c1OC
  -12.7, 12.7, 101.7, 5.2, 99.9, -1.3, 1.03, 0.1, 0.481, 1
O=C(Nc1ccc(N2CCCCC2)cc1)c1ccc(F)cc1
  113.0, -113.0, 69.5, 38.8, 161.7*, 42.9, 2.45, -67.5, x, 0.6
Cc1ccccc1CSCCNS(C)(=O)=O
  -5.1, 5.1, 98.1, 3.4, 102.7, -3.1, 1.07, -1.1, -0.393, 1
O=C(CCc1ccc(S(=O)(=O)N2CCOCC2)cc1)Oc1ccccc1
  -1.5, 1.5, 102.1, 7.5, 101.4, -1.9, 0.98, -1.6, x, 1
CCC(CC)C(=O)Nc1cccc(/C(C)=N\NC(=O)c2ccc(C)s2)c1
  6.2, -6.2, 98.2, 12.2, 95.2, 0.8, 0.94, 5.3, x, 1
Cc1ccc(NC(=O)C2CCC(=O)N2)cc1C (stereo unspecified)
  -3.9, 3.9, 101.2, 2.5, 104.0, -5.7, 1.18, -4.3, x, 1.1
CCOC(=O)C1=C(c2ccccc2)Nc2ncnn2C1c1ccccn1 (stereo unspecified)
  -8.5, 8.5, 103.8, -3.7, 86.6, -0.5, 1.27, 14.8, 0.162, 1
CCOC(=O)c1nc(N2CCN(C(=O)OCC)CC2)c2c3c(sc2n1)CCCC3
  1.5, -1.5, 69.7, 36.9, 90.9, -6.2, 0.35, 9.9, -0.726, 1.1
CCOc1cc(/C=C/C(=O)O)ccc1OCc1ccccc1
  -6.4, 6.4, 107.7, 0.5, 100.8, -3.5, 1.26, -3.0, -0.588, 1
Cc1ccc(S(=O)(=O)N2CCOC2CNC(=O)C(=O)NCc2cccnc2)cc1 (stereo unspecified)
  7.0, -7.0, 99.9, 0.0, 104.7, -14.9, 0.99, -5.2, 0.898, 1.1
Cc1nc(N2CCOCC2)c2c(C)c(C(=O)Nc3ccccc3C(F)(F)F)sc2n1
  -5.1, 5.1, 101.3, 0.6, 103.1, -5.3, 0.99, -3.9, -1.7, 1.1
O=C1OC(C(=O)NCc2ccccc2)Cc2ccccc21 (stereo unspecified)
  8.0, -8.0, 100.4, 4.1, 104.6, -2.3, 1.37, -6.5, -0.0466, 1
Cc1c(C(=O)OC(C)C)sc(NC(=O)C2CCCO2)c1C(=O)OC(C)C (stereo unspecified)
  19.4, -19.4, 93.4, 13.1, 95.8, -6.5, 0.64, 4.6, -0.45, 1.1
CCc1nnc(NS(=O)(=O)c2ccc(Nc3ccc([N+](=O)[O-])c4nonc34)cc2)s1
  -21.2, 21.2, 103.2, 2.1, 102.8, 1.4, 0.97, -3.3, 1.01, 1
O=C1C2CC=C(Cl)CC2C(=O)N1CCN1CCOCC1 (stereo unspecified)
  8.2, -8.2, 100.1, 0.1, 89.8, -8.7, 0.93, 11.1, 1.56, 1.1
Cc1cc2nc(CCN3CCOCC3)n(S(=O)(=O)c3ccc(C(C)(C)C)cc3)c2cc1C
  -25.6, 25.6, 103.7, -1.2, 98.5, -3.8, 0.96, 1.5, -0.0465, 1
Cn1c(=O)[nH]c(=O)c2c1nc(OC(=O)c1ccccc1)n2CC(O)COc1ccc(F)cc1 (stereo unspecified)
  14.4, -14.4, 105.0, -3.0, 102.6, 1.6, 1.06, -2.8, 0.578, 1
CC(C)C[C@H](NC(=O)Nc1cccc(C(F)(F)F)c1)C(=O)O
  4.2, -4.2, 102.8, 2.4, 105.3, -8.5, 1.09, -5.8, x, 1.1
O=C(CSc1nc(C2CC2)nc2ccccc12)N1CCc2ccccc2C1
  -9.6, 9.6, 103.5, 3.6, 103.5, -2.8, 0.67, -3.9, -0.628, 1
CNCc1ccccc1OCC(=O)Nc1ccccc1
  7.8, -7.8, 109.6, -10.2, 122.4, -1.4, 1.82, -18.7, x, 1
FC(F)(F)c1nc2ncc(Cl)cc2[nH]1
  6.0, -6.0, 101.7, 2.3, 101.8, -2.3, 0.89, -0.5, x, 1
CCCC(=O)NC(=S)Nc1ccccc1OC
  17.9, -17.9, 94.3, 10.2, 100.0, 2.1, 1.09, 0.0, 0.0984, 1
S=C(Nc1cccc2ccccc12)N1CCN(c2ncccn2)CC1
  8.2, -8.2, 106.9, -8.3, 97.7, -2.4, 1.48, 2.5, x, 1
CCN(CC)CCNC(=O)C(C)c1nn(C)c(=O)c2ccccc12 (stereo unspecified)
  -14.9, 14.9, 99.5, 3.4, 101.9, -7.9, 1.33, -2.1, x, 1.1
Cc1ccc(NC2Sc3ccccc3NC2=O)cc1 (stereo unspecified)
  64.6, -64.6, 89.0, 17.6, 108.2, 40.0, 2.06, -6.8, 0.638, 0.6
CCN(CC)Cc1oc(-c2ccccc2)cc1C(=O)O
  -4.5, 4.5, 107.3, -6.2, 100.6, -4.0, 1.12, -2.5, -0.0552, 1
O=C(Nc1cccnc1)c1cccc(S(=O)(=O)N2CCCCC2)c1
  -1.8, 1.8, 99.2, 3.2, 99.2, -1.8, 0.79, -1.0, 0.00306, 1
COc1ccc(OC)c(S(=O)(=O)NCc2ccccc2)c1
  16.7, -16.7, 99.2, 6.3, 106.1, -5.6, 1.15, -6.7, x, 1.1
Cc1ccc(Sc2c([N+](=O)[O-])ncn2C)cc1
  7.8, -7.8, 103.6, 3.5, 107.7, -3.0, 1.3, -8.6, 0.754, 1
COC(=O)COc1ccc(S(=O)(=O)NCCC2=CCCCC2)cc1C
  -0.2, 0.2, 102.2, 1.7, 100.2, -0.1, 0.81, 1.2, x, 1
O=C(Nc1ccccc1C(F)(F)F)c1cccnc1
  2.2, -2.2, 97.4, 6.8, 110.8, -3.9, 1.12, -11.8, x, 1
CC(NC(=O)CSCc1ccccc1Br)c1ccccc1 (stereo unspecified)
  -3.6, 3.6, 96.5, 6.9, 89.0, -6.6, 1.79, 12.5, x, 1.1
Cc1ccc(N=C(NO)c2nonc2N)cc1
  -2.4, 2.4, 111.1, -16.9, 108.9, 2.0, 1.16, -9.7, 0.659, 1
COC(=O)c1c(NC(=O)C2CCCO2)sc2c1CCC2 (stereo unspecified)
  -2.2, 2.2, 87.3, 21.0, 103.4, 1.5, 1.48, -3.7, -0.703, 1
O=C(c1cc2cc(Cl)cc(Cl)c2oc1=O)N1CCOCC1
  10.8, -10.8, 102.1, -1.1, 93.7, -8.7, 1.05, 4.7, x, 1.1
CCOc1ccc(C(=O)Nc2ccc(N3CCN(C)CC3)cc2)cc1Br
  5.8, -5.8, 98.5, 3.8, 103.5, 13.0, 1.02, -3.8, x, 0.9
Cc1ccc(Nc2nc3c(c(=O)[nH]2)CCCC3)cc1
  11.8, -11.8, 93.1, 11.9, 112.2, -1.8, 1.97, -20.5, x, 1
COc1nccnc1NS(=O)(=O)c1ccc(N=Cc2c(C)[nH]n(-c3ccccc3)c2=O)cc1
  -9.6, 9.6, 110.6, -15.4, 110.3, 8.8, 1.02, -11.6, -0.403, 0.9

Compound activity (PubChem BioAssay)
